ERAP1 HTS inh: inhibitors of human ERAP1 aminopeptidase. Q9NZ08. recombinant ERAP1, Leu-AMC fluorescence, 60 min. inhibition, % at 10.7 µM. 340,000 tested, 0.15% active;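 active = mean replicate inhibition of at least 30%, or all replicates individually reaching that 30% level; inactive = mean below 30% and not every replicate reaching it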;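 note: 0% = neutral control wells and 100% = L-leucinethiol positive control wells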
Target sequence (Q9NZ08 whole entry, looked up): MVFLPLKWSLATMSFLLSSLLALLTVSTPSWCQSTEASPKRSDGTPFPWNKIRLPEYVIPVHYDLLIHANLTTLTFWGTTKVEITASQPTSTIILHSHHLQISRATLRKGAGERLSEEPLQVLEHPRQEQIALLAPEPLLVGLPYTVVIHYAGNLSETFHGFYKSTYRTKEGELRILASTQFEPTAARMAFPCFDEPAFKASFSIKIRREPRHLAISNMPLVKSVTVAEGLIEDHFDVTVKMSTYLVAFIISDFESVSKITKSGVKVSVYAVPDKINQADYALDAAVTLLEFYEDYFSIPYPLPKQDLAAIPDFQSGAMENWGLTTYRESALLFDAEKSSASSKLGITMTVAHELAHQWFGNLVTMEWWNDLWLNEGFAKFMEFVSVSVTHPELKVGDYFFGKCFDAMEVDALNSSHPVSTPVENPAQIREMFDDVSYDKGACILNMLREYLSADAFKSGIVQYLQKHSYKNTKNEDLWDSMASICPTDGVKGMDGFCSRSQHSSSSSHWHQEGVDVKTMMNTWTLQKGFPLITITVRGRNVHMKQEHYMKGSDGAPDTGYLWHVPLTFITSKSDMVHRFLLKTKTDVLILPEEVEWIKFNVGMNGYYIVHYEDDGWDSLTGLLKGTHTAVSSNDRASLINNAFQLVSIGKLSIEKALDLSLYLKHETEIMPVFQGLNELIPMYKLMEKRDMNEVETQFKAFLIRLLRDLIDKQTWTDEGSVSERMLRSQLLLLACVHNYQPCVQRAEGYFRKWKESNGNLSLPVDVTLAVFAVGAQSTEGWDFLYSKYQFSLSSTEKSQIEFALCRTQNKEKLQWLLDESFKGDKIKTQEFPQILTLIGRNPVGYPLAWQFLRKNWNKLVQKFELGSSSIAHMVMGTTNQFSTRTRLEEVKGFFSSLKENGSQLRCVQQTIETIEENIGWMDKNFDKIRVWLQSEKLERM
Cneo AK release: causes C. neoformans cell lysis; adenylate kinase release luminescence, 4 h; normalised: neutral wells 0, clomiphene wells 100; lysis activity, % at 15 µM; 360,000 tested, 0.2% active;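 active = mean lysis activity across replicates of at least 80%, whatever share of replicates individually reach that level; inactive = mean lysis activity below 80%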
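Test system: log-phase Cryptococcus neoformans yeast cells. Input: 5 × 10^6 yeast cells/mL. Medium: fresh YPD growth medium. Doses: single dose. Incubation: static 4 h at 37 °C with compound, 1 h detection. Measured by: luminescent adenylate kinase detection reagent. Read-out: signal increase indicating cell lysis. Benchmarks: Clomiphene.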
SIRT5 block: inhibitors of human sirtuin-5 desuccinylase. Q9NXA8. Purified SirT5, succinyl-peptide AMC, trypsin-coupled fluorescence. inhibition, % at 15 µM. 330,000 tested, 1.1% active. AID 652115; in the data active = inhibition above about 15%; inconclusive = no clear call, values can overlap the other calls
S100A4 inh HTS: inhibitors of human S100A4 binding to myosin IIA peptide; inhibition, % at 10.7 µM; S100A4/TAMRA-MyoIIA peptide fluorescence polarization; 360,000 tested, 0.14% active; P26447;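 active = mean inhibition of at least 70% across replicates, with every replicate also reaching that level; inconclusive = mean inhibition reaches 70% but some replicates fall short; inactive = mean inhibition below 70%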
Target sequence (P26447 whole entry, looked up): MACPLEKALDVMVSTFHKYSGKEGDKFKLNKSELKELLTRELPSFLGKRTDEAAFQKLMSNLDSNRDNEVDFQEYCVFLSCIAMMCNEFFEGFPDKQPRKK
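Material: S100A4 monomer protein / Buffer or medium: 50 mM HEPES pH 7.2, 10 mM CaCl2, 100 mM KCl / Times: 5 min incubation before reading / Benchmarks: neutral control DMSO, positive control TFP / Reagent: labelled myosin peptide probe, 5 nM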
PGC1a acetyl inh: PGC1a acetylation modulation, inhibitor mode; AID 651687; inhibition, % at 15.6 µM; U2OS PGC1a acetylation, AlphaScreen anti-acetyl-lysine; with virally co-expressed GCN5 acetyltransferase; 350,000 tested, 0.17% active;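 active = every replicate shows inhibition of at least 40%; inconclusive = mean inhibition at least 40% but some replicate below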;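 note: 0% = neutral control wells and 100% = positive control wells; some results beyond the cut were filed as inactive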
Statin myotox sup: protects C2C12 myotubes from simvastatin toxicity. ATP luminescence, 48 h; scaled: DMSO 0, geranylgeraniol control 100. rescue of ATP level, % at 7.49 µM. 330,000 tested, 0.78% active. AID 602340;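 active = mean ATP rescue above about 67%, or every replicate alone reaching that limit, limit read from the data, passing the limit was not always enough; inconclusive = no clear call, values can overlap the other calls; inactive = mean under the limit and some replicate under it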;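 note: myotubes were challenged with 10 µM simvastatin during compound exposure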
LGR2 antag: Drosophila LGR2 receptor signaling inhibition; HEK293 LGR2, CRE-luciferase, bursicon-stimulated, 4 h; inhibition, % at 9.99 µM; 380,000 tested, 0.35% active; AID 720647;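 active = drop in luminescence signal, shown as inhibition above about 50% in the replicate tests, limit read from the data, passing the limit was not always enough; inconclusive = probably only some replicates passing the limit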;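 note: agonist challenge used bursicon conditioned medium at about half maximal strength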
Xi reactivation: activators of X-chromosome reactivation in mouse fibroblasts; XiGFP mouse fibroblasts, % GFP-positive cells imaging, 3 d; cells co-treated with 5-aza-dC sensitizer; scaled so ellipticine positive control = 100%; activation, % at 7.58 µM; AID 743238; 360,000 tested, 0.055% active;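 active = mean normalized replicate activation at least 10% and every replicate at or above 10%; inconclusive = only one of the two criteria met; inactive = mean below 10% and not all replicates reach 10%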;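 note: 0% = median of on-plate neutral control wells and 100% = ellipticine 6 µM median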
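Schedule: 3 d treatment, 15 min room-temperature fixation; system: 68-5-11 XiGFP fibroblast line; buffer or medium: DMEM plus 5-aza-dC sensitizer; control set: ellipticine 6 µM positive control; compound: one concentration, pinned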
Numbers without * were called inactive; ? = inconclusive; · = no result given. A portion of the library. The share of hits here may be higher or lower than overall.

SMILES | ERAP1 HTS inh | Cneo AK release | SIRT5 block | S100A4 inh HTS | PGC1a acetyl inh | Statin myotox sup | LGR2 antag | Xi reactivation
O=C(NN=C1CCCC1)c1[nH]c2ccc(Br)cc2c1-c1ccccc1 | -3 | · | -3 | 3 | · | · | 12 | -0.1
C[C@H](CO)N1C[C@H](C)[C@@H](CN(C)Cc2ccc(C(=O)Nc3ccccc3N)cc2)Oc2ccc(NC(=O)Nc3ccc(F)cc3)cc2C1=O | 3 | 3 | 12 | -2 | -6 | · | 4 | 0.1
Cc1ccc2ccccc2c1C(O)c1ncc(-c2ccccc2F)[nH]1 (stereo unspecified) | 0 | 3 | 0 | -3 | 7 | 17 | 25 | 0.6
COc1cc(/C=N/Nc2ccccn2)cc(OC)c1O | 0 | · | 4 | 1 | 40 | · | -29 | 0.0
COc1ccc(S(=O)(=O)Nc2ccc3c(c2)C(=O)N([C@@H](C)CO)C[C@@H](C)[C@@H](CN(C)S(=O)(=O)c2ccc(Cl)cc2)O3)cc1 | · | 0 | · | · | -4 | 4 | 10 | -0.1
CCOc1ccc(S(=O)(=O)N(C)C2CCCCC2)cc1 | 2 | 3 | 2 | -4 | · | -10 | -5 | 0.0
COc1cc(/C=C(\C#N)C(=O)Nc2cc(C(F)(F)F)ccc2Cl)ccc1OCC(=O)Nc1cccc(C(F)(F)F)c1 | 1 | 1 | 3 | 5 | -19 | · | -7 | 0.1
COc1ccc(CNC(=O)c2cc(=O)c3cc(C)cc(C)c3o2)cc1 | 5 | -4 | 24* | -15 | 9 | 0 | -1 | 0.0
Cc1ccc(NC(=O)Cc2ccc(Cl)cc2)nc1 | -3 | -3 | -3 | -2 | 2 | -3 | -1 | 0.0
Cc1ccc(NC(=O)CSc2nnc(C)c(=O)n2N)cc1Cl | 1 | 1 | 1 | 3 | 1 | · | -9 | 0.0
COc1ccc(Br)cc1CN(C)C(=O)c1ccccc1SCC(=O)N1CCCC1 | 0 | -5 | -2 | -3 | -6 | 17 | -2 | 0.0
CCOC(=O)Cc1nn2c(=O)cc(C)nc2s1 | · | -1 | · | · | 11 | -4 | -5 | ·
COc1ccc(-n2c(SCC(=O)NNC(=O)c3ccc(C)cc3)nnc2-c2ccncc2)cc1 | · | 2 | · | · | · | 0 | 0 | 0.2
C[C@H]1CN([C@@H](C)CO)C(=O)c2cc(-c3cncnc3)cnc2O[C@H]1CN(C)C(=O)Nc1ccc2c(c1)OCO2 | 3 | 0 | -3 | -4 | 5 | 5 | 0 | 6.5
Cc1ccc(-c2ccc(CN3C(C(C)C)C(=O)N(Cc4cn(CCC5OCCO5)nn4)CCS3(=O)=O)cc2)cc1 (stereo unspecified) | -2 | 1 | 10 | -24 | 9 | -9 | 23 | -0.1
Cc1ccc(S(=O)(=O)N2CCCC(C(=O)NCc3ccco3)C2)cc1Cl (stereo unspecified) | · | -1 | · | · | 1 | 39 | 4 | ·
N#Cc1cccc(C(=O)Nc2cc(S(=O)(=O)N3CCOCC3)ccc2N2CCCC2)c1 | 4 | 4 | · | 1 | 5 | -8 | 1 | 0.2
CCC1=NN(C(=O)c2ccccc2O)C(O)(c2ccccc2)C1 (stereo unspecified) | -3 | -2 | 0 | 1 | · | 0 | · | 0.0
Cc1cc(C(=O)Nc2cccc3c2O[C@H](CN(C)Cc2ccncc2)[C@H](C)CN([C@@H](C)CO)C3=O)n(C)n1 | -3 | 2 | -1 | 12 | -3 | -5 | -9 | 0.0
O=C(C[C@@H]1CC[C@@H]2[C@H](COC[C@@H](O)CN2S(=O)(=O)c2cccc(F)c2)O1)Nc1ccccc1 | · | 1 | · | · | 2 | -2 | 14 | -0.1
CCOCCCNC(=O)c1ccccc1NC(=O)C1=C(C)OCCS1 | 2 | 0 | -1 | 4 | · | -1 | 3 | 0.2
C[C@@H]1CN([C@H](C)CO)C(=O)c2cc(NS(=O)(=O)c3ccc(F)cc3)ccc2O[C@@H]1CN(C)S(=O)(=O)c1ccc(Cl)cc1 | 2 | 0 | 5 | -13 | -2 | · | 0 | -1.2
C(=N\n1cnnc1)/c1cccs1 | 0 | -2 | · | -1 | 5 | 18 | -5 | ·
Cc1ccc(S(=O)(=O)N2CCCC2)cc1C(=O)NC1CCCCC1 | -1 | -1 | 0 | 1 | 3 | 1 | 6 | 0.1
CN(Cc1ccc(F)cc1)C(=O)c1ccc2c(c1)NC(=O)CS2 | -2 | 2 | 0 | 2 | -1 | -6 | -8 | 0.3
Cc1ccc(NNC(=O)c2snnc2C)cc1Cl | 5 | · | -1 | 0 | · | · | 6 | 0.4
COc1ccc(-c2cc(N3C(=O)Nc4ccccc4N3O)n[nH]2)cc1 | · | 3 | · | · | -8 | · | 31 | -0.1
OC1CNc2c(ccc3ccccc23)C1 (stereo unspecified) | -2 | · | · | -3 | 5 | -3 | 11 | 0.0
COc1ccc(Cc2nnc(NS(=O)(=O)c3ccc(NC(C)=O)cc3)s2)cc1 | 6 | 0 | -4 | -4 | 2 | -14 | 5 | 0.1
COc1ccc(S(=O)(=O)N(C)C[C@H]2OCCCC[C@@H](C)Oc3ccc(NC(=O)Nc4ccc(C(F)(F)F)cc4)cc3C(=O)N([C@H](C)CO)C[C@@H]2C)cc1 | -5 | 58 | -1 | ? | 17 | -80 | 14 | 0.0
Cn1cnnc1SCC(=O)Nc1ccccc1 | 1 | 0 | -1 | 0 | 6 | 6 | 2 | -0.2
O=C(O)CCCC[n+]1ccccc1 | 2 | · | 0 | 0 | · | · | -10 | ·
CCC(=O)N1CC2(CCN(C(=O)NC(C)C)CC2)c2c(n(C)c3cc(OC)ccc23)[C@H]1CO | · | · | -3 | 24 | -5 | · | -1 | 0.2
CC(C)(C)C(=O)Nc1cccc2[nH]ncc12 | -1 | · | -3 | -4 | 8 | · | -7 | 0.0
COCCNC(=O)C[C@H]1C[C@H]2c3cc(NC(=O)Cc4ccncc4)ccc3O[C@H]2[C@H](CO)O1 | 2 | -4 | 6 | 7 | 2 | -3 | -12 | 0.2
O=C(C1CCCC1)N1CC2(C1)[C@@H](c1ccccc1)[C@@H](CO)N2CC1CC1 | -2 | · | 2 | -5 | · | · | 2 | 0.3
COc1ccccc1CNC(=O)COC(=O)c1ccc([N+](=O)[O-])o1 | 0 | 0 | -8 | 5 | -5 | 5 | -1 | 0.0
CSc1ncnc2c1ncn2CCCNCC(C)c1ccccc1 (stereo unspecified) | -1 | -1 | -4 | 2 | · | 2 | 11 | 0.4
CC(=O)Nc1cccc(NS(=O)(=O)c2cc3c4c(c2)CCN4C(=O)CC3)c1 | -1 | -2 | -1 | 3 | 13 | -21 | -5 | -0.1
O=C(C[C@H]1CC[C@H]2[C@@H](COC[C@@H](O)CN2S(=O)(=O)c2ccccc2)O1)Nc1ccccc1 | -5 | 1 | 5 | 20 | -3 | -13 | -5 | 0.2
Cc1ccc(S(=O)(=O)N2C[C@H]3[C@H]4C(=O)N(Cc5ccccc5)C(=O)[C@H]4CC(=O)[C@H]3[C@@H]2c2cccc3ccccc23)cc1 | 1 | 5 | -11 | -6 | -22 | -1 | 19 | -0.2
Cc1nnc(SCC(=O)Nc2cccc(S(=O)(=O)N(C)c3ccccc3)c2)s1 | -3 | · | -1 | 0 | · | · | 14 | 0.0
COc1ccc(OC)c(C=Nc2ccccc2-c2nc3ccccc3[nH]2)c1 | -5 | · | -27 | 5 | · | · | -24 | 0.0
Cc1cccc2c1cnn2C(=O)Nc1cc(F)ccc1F | 4 | 1 | -2 | 5 | · | -11 | 13 | 0.2
O=C(O)c1cc(-c2ccc(Cl)s2)[nH]n1 | -2 | -1 | -2 | -4 | 1 | · | 9 | 0.0
CCC(=O)NC[C@H]1[C@H](c2ccc(-c3cccc(F)c3)cc2)[C@@H](CO)N1C(=O)CC | -1 | -1 | 1 | -6 | -1 | 3 | -16 | 0.1
C=CC[C@@H](Cc1ccc(F)cc1)C(=O)OC[C@@H]1CCCN1C(=O)[C@H](CC=C)CC(=O)N(CCO)Cc1ccccc1 | 2 | -24 | 4 | 3 | · | 11 | · | 0.0
O=C(OC1CCCCC1=O)c1ccc(S(=O)(=O)Nc2ccccc2)cc1 (stereo unspecified) | -1 | 6 | -1 | -2 | 7 | 1 | 5 | -0.1

4 of the entries above in order of the SIRT5 block value, descending.
mol | SIRT5 block
CCC(=O)NC[C@H]1[C@H](c2ccc(-c3cccc(F)c3)cc2)[C@@H](CO)N1C(=O)CC | 1
CC(=O)Nc1cccc(NS(=O)(=O)c2cc3c4c(c2)CCN4C(=O)CC3)c1 | -1
O=C(O)c1cc(-c2ccc(Cl)s2)[nH]n1 | -2
COc1ccc(OC)c(C=Nc2ccccc2-c2nc3ccccc3[nH]2)c1 | -27

Next section
SMILES | ERAP1 HTS inh | Cneo AK release | SIRT5 block | S100A4 inh HTS | PGC1a acetyl inh | Statin myotox sup | LGR2 antag | Xi reactivation
CC(=O)Nc1ccc(S(=O)(=O)NNC(=O)c2ccc3c(c2)OCO3)cc1 | 3 | 0 | 0 | -3 | -10 | -2 | -7 | 0.0
CCN(CC(=O)Nc1c(F)cccc1F)C(=O)c1cc(-c2cccs2)nn1-c1ccccc1 | -1 | -5 | -4 | 7 | · | 5 | 19 | 0.1
CC(C)[C@H](NC(=O)c1ccccc1)C(=O)N1CCc2ccccc21 | -1 | -10 | -1 | -5 | -1 | -10 | 1 | 0.1
O=C(O)CNC(=S)N(Cc1ccco1)Cc1ccccc1Cl | 2 | -2 | 0 | -1 | 3 | · | 3 | 0.2
COc1ccc(C2Nc3ccccc3C(=O)N2Cc2ccccc2)cc1CSc1ccccn1 (stereo unspecified) | 1 | 4 | · | 1 | 5 | · | · | 0.1
Cc1ccc(SCCSc2nc(N)cc(=O)[nH]2)cc1 | 3 | -1 | 2 | -1 | -15 | 7 | -22 | 0.1
C[C@H]1CN([C@@H](C)CO)C(=O)c2cccc(NC(=O)c3ccc(-c4nccs4)cc3)c2O[C@H]1CN(C)S(C)(=O)=O | 0 | -1 | 17* | -5 | -2 | · | -9 | 0.0
Cc1ccccc1-c1cc2nc(Oc3cccc4ccccc34)n(C)c(=O)c2s1 | 7 | 1 | 0 | -3 | 0 | 5 | -51 | -0.1
CO[C@H]1CC[C@@H]2CCOc3ccc(C#N)cc3C(=O)N(C)C[C@@H](OC)[C@@H](C)C(=O)N(C)C[C@@H]1O2 | -4 | 2 | -1 | -16 | · | 3 | 5 | 0.0
O=C(CSc1nc2ccccc2c(=O)n1Cc1ccc(F)cc1)NCC1CCCO1 (stereo unspecified) | 2 | 1 | 2 | -2 | 5 | 7 | -5 | 0.1
COc1ccc(CN(C)C[C@H]2Oc3ccc(NS(=O)(=O)c4cccs4)cc3C(=O)N([C@H](C)CO)C[C@@H]2C)cc1 | 1 | -1 | 6 | 3 | -13 | · | -4 | -1.3

Screening results: PubChem BioAssay, Broad Institute
